From PubChem
LEDGF integ inh: blocks HIV-1 LEDGF/p75-dependent DNA integration | inhibition, % at 3.7 µM | AID 743269 | 0.64% of 370,000 active | TR-FRET IN-LEDGF/p75 DNA integration, Eu/Cy5;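 active = inhibition above the screen-wide mean plus 3 SD, cut at about 13% in these data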;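 note: signal is the Cy5 over europium emission ratio at 671 and 618 nm; 0% = plate median of compound wells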
TDP2 absorb: TDP2 (human) inhibition, absorbance primary screen; recombinant TDP2, T5PNP hydrolysis, p-nitrophenol absorbance 415 nm; O95551; 0.34% of 370,000 active; inhibition, % at 12.8 µM;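 active = inhibition above the mean of all tested compounds plus 3 SD, set per campaign, cut at about 25% in these data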;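 note: 0% = DMSO with enzyme and 100% = buffer with substrate but no TDP2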
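Assay system: Recombinant human TDP2 | Quantity: 120 nM TDP2 per well | Incubation: 2 h at 37 °C | Signal: Epi absorbance | Evaluation: Percent inhibition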
PLCg1 inh: inhibitors of human phospholipase C gamma1; P19174; purified PLC-gamma1, fluorogenic substrate, fluorescence; inhibition, % at 12.2 µM; 0.84% of 370,000 active; in the data active = inhibition above about 9.5%
ADAM17 inh: inhibits human ADAM17 | P78536 | recombinant ADAM17, EDANS/DABCYL FRET peptide cleavage | inhibition, % at 6.95 µM | 0.83% of 370,000 active | AID 720648;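 active = inhibition above the mean of compounds lying between control limits plus 3 SD, set per campaign, cut at about 8.5% in these data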;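 note: 0% = DMSO-only wells as the low control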
proKLK7 act: proKLK7 (human) activation, primary screen; purified proKLK7, EDANS-DABCYL substrate fluorescence; 100% is mature enzyme control, 0% vehicle; activation, % at 7 µM; AID 652039; 0.9% of 370,000 active; P49862;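 active = activation above the mean of all tested compounds plus 3 SD, computed per campaign excluding outliers beyond control limits, cut at about 13% in these data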
Tn6 DDE FP: disrupts Tn6 cyclic peptide binding to fibrin D-Dimer-E complex. AID 720509. 0.21% of 370,000 active. Fibrin DD(E) TRITC-Tn6 fluorescence polarization displacement. inhibition, % at 8.3 µM;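 active = inhibition above a per-campaign cutoff: mean of compounds within control limits plus 3 SD, cut at about 15% in these data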;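 note: 0% = median of all compound wells on the plate and 100% = blocking peptide control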
Target sequence (P02675 whole entry, looked up): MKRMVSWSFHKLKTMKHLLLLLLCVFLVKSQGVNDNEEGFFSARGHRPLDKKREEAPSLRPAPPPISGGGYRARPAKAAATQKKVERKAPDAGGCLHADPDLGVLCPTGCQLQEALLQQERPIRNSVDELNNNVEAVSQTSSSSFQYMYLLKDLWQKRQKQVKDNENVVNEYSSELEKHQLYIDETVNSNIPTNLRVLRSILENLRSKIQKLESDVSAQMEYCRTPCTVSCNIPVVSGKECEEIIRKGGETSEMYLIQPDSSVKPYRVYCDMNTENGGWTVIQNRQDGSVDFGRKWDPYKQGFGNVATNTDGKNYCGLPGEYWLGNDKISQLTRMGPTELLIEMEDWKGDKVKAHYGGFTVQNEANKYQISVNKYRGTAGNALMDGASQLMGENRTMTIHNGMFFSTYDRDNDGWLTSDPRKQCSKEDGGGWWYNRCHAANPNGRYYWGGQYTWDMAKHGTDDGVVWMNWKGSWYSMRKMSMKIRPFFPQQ
ASAP1 inh: inhibitors of human ASAP1 ArfGAP activity; Q9ULH1; ASAP1-stimulated ARF1 GTP hydrolysis, GDP FP detection; inhibition, % at 16.5 µM; 0.19% of 360,000 active; in the data active = inhibition above about 25%;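 note: 0% = vehicle with enzyme and substrate and 100% = no enzyme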
ADAM10 inh: inhibits human ADAM10; O14672; recombinant ADAM10, EDANS/DABCYL FRET peptide cleavage, 3 h; inhibition, % at 7 µM; 0.62% of 370,000 active;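 active = inhibition above a per-campaign cutoff equal to the mean of compounds falling between control-based bounds plus 3 SD, cut at about 20% in these data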;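 note: 0% = DMSO wells while the 100% control is not disclosed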
Target sequence (O14672 214-748 limits assumed): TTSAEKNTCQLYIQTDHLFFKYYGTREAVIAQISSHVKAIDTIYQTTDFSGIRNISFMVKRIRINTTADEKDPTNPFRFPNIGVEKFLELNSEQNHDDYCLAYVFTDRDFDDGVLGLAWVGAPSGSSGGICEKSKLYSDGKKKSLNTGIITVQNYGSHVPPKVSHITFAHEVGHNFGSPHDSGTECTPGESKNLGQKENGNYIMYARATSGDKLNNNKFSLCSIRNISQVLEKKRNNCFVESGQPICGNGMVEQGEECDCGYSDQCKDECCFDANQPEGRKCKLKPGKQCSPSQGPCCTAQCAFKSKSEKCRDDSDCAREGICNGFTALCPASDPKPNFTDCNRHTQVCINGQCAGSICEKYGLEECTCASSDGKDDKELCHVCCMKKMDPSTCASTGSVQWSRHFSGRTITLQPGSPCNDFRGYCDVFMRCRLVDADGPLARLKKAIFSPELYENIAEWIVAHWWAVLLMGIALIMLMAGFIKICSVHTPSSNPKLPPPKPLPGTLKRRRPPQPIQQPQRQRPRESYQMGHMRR
ARFGAP1 inhibitor: inhibitors of rat ARFGAP1. Q62848. Arfgap1-stimulated ARF1 GTP hydrolysis, GDP FP detection. inhibition, % at 16.5 µM. 0.26% of 360,000 active. AID 651572;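 active = inhibition above a per-plate limit, mean inhibition of low control wells plus 3 SD, cut at about 25% in these data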;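 note: 0% = DMSO wells with enzyme and 100% = wells lacking Arfgap1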
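System: truncated rat Arfgap1 GAP domain / Benchmarks: high control wells lacking Arfgap1, low control full reaction with DMSO / Times: compound-enzyme preincubation 20 min, reaction 120 min, detection 60 min, 25 °C / Repeats: one replicate per compound / Also added: human ARF1(Δ1-17)-GTP substrate / Measured by: Tracer-displacement fluorescence polarization with EDTA stop, 620/688 nm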
DDE Tn7 FP inh: inhibitors of Tn7 peptide binding to human fibrin DD(E); P02675; inhibition, % at 8.3 µM; 0.13% of 370,000 active; FP displacement of FITC-Tn7 peptide from fibrin DD(E); 0% = median of compound wells per plate;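 active = inhibition above the mean of compounds falling within the control limits plus 3 SD of them, cut at about 14% in these data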;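 note: 0% = plate median of compound wells and 100% = 10 µM Aha-Tn7 peptide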
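Assay system: Human fibrin DD(E) protein | Medium: Tris buffer with calcium and detergent, pH 7.8 | Reagent: 0.1 µM fluorescent Tn7 | Compound dosing: Single point at 8.3 µM | Times: 10 min preincubation, 3 h with tracer, room temperature | Detection: Fluorescence polarization of the labelled Tn7 tracer | Controls: Aha-Tn7 high control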
* marks the source's active call; other numbers are inactive results; i = inactive.

Each structure is followed by: LEDGF integ inh, TDP2 absorb, PLCg1 inh, ADAM17 inh, proKLK7 act, Tn6 DDE FP, ASAP1 inh, ADAM10 inh, ARFGAP1 inhibitor, DDE Tn7 FP inh
CCN1C(C)=C(C)S/C1=C1\SC(=S)N(NC(C)=O)C1=O
→ 2, -9, 3, 1, -0.2, -7, 11, 5, -1, 1
OCCCNCc1cccc2ccccc12
→ 3, -1, -2, -4, 0.8, -2, 5, -6, 2, -7
Nc1ncnc2c1ncn2C1CCCC(CO)O1 (configuration not stated)
→ 2, -8, 2, 0, -0.5, 5, -3, 7, -3, -3
COc1ccccc1CNC(=O)CCCC(=O)n1nc(C)c2ccccc21
→ 4, 10, -4, -1, 0.5, -7, 1, 1, -4, -1
Cc1cc(C)c(S(=O)(=O)c2cccc(Br)c2C)c(=O)[nH]1
→ -1, -9, 1, -6, -0.1, -2, -3, -9, -14, -2
Cc1cc(C)n2cc(CSc3nncn3C)nc2n1
→ 8, -3, -99, -97, 2.3, 1, -6, -244, 8, 3
CC(C(=O)N1CCN(Cc2ccc3c(c2)OCO3)CC1)n1cc([N+](=O)[O-])cn1 (configuration not stated)
→ 2, -1, 0, -1, -0.7, 0, 6, 2, -6, -1
O=S(=O)(c1ccccc1)N1N=C(c2ccccc2)CC1c1ccccc1 (configuration not stated)
→ -1, -8, 1, -2, 0.1, 0, 1, -3, -3, -5
O=S(=O)(Cc1cc(-c2ccccc2)no1)c1ccccc1
→ -1, 12, 0, 2, -0.8, 1, -1, -1, -10, 0
COc1ccc(/C=C/CN2CCC(Oc3ccc(C(=O)N4CCCCC4)cc3)CC2)cc1
→ 0, 11, 2, 1, 0.0, -5, 1, 3, -9, 4
Cc1oc2c(CN3CCC(C)CC3)c(O)ccc2c(=O)c1-c1ccccc1
→ 3, 4, i, i, 37*, 5, -8, i, 4, 1
CC(Oc1cc2oc(=O)c3c(c2cc1Cl)CCCC3)C(=O)NCc1ccncc1 (configuration not stated)
→ 3, -5, 1, -17, 0.6, -9, 21, -72, -8, 0
CC(=O)N1CCCc2cc(S(=O)(=O)N3CCCC(C(=O)NCc4ccc(Cl)cc4)C3)ccc21 (configuration not stated)
→ 2, -5, -23, -1, -0.8, 2, 4, 6, 6, 0
COCC1CCCN(Cc2nc(-c3ccc4c(c3)OCO4)no2)C1 (configuration not stated)
→ 3, -6, 2, -1, -0.2, -1, -7, 0, -8, -3
CC(C)c1ccc(Oc2cccc(C(=O)/C(C#N)=C/N(C)C)c2)cc1
→ 0, -1, -2, -1, 0.2, 5, 7, 4, -12, -4

Some of these compounds in order of the ADAM10 inh value, rising.
Each structure is followed by: LEDGF integ inh, TDP2 absorb, PLCg1 inh, ADAM17 inh, proKLK7 act, Tn6 DDE FP, ASAP1 inh, ADAM10 inh, ARFGAP1 inhibitor, DDE Tn7 FP inh
COCC1CCCN(Cc2nc(-c3ccc4c(c3)OCO4)no2)C1 (configuration not stated)
→ 3, -6, 2, -1, -0.2, -1, -7, 0, -8, -3
CC(C(=O)N1CCN(Cc2ccc3c(c2)OCO3)CC1)n1cc([N+](=O)[O-])cn1 (configuration not stated)
→ 2, -1, 0, -1, -0.7, 0, 6, 2, -6, -1
COc1ccc(/C=C/CN2CCC(Oc3ccc(C(=O)N4CCCCC4)cc3)CC2)cc1
→ 0, 11, 2, 1, 0.0, -5, 1, 3, -9, 4

The list goes on.
Each structure is followed by: LEDGF integ inh, TDP2 absorb, PLCg1 inh, ADAM17 inh, proKLK7 act, Tn6 DDE FP, ASAP1 inh, ADAM10 inh, ARFGAP1 inhibitor, DDE Tn7 FP inh
N#CCCn1cc(C(=O)N2CCCCC2)c(-c2cccc([N+](=O)[O-])c2)n1
→ -3, -4, -2, -5, -0.2, 3, 8, 1, 6, 0
COc1ccc(CC(=O)Nc2cc(S(=O)(=O)N3CCOCC3)ccc2N2CCCC2)cc1
→ -1, -4, -3, -1, 0.3, -5, -10, 1, 7, -10
Cc1ccc(N(CC(=O)NCc2ccco2)C(=O)CNS(=O)(=O)c2ccccc2)c(C)c1
→ 6, -13, 7, 1, -0.1, 5, 4, 5, 2, -2
COc1ccccc1C(=O)C1CCCN(C(=O)c2ccc3c(c2)OCCO3)C1 (configuration not stated)
→ 1, -1, 1, -4, -0.3, 6, -5, 4, -1, -2
O=C(Nc1ccc(S(=O)(=O)NCc2ccco2)cc1)c1cccc(F)c1
→ 0, 13, -2, 1, 4.0, 4, 0, -2, -1, 6
CC1(C(=O)O)CCCN1C(=O)c1cccc2ccccc12 (configuration not stated)
→ 1, 5, 3, -2, -0.5, -7, -7, 0, -7, -6
O=C(NCc1ccc(F)cc1)C1CCN(S(=O)(=O)N2CCCC2)CC1
→ 3, -1, 0, -1, 0.5, -5, 9, -10, -1, -2
CC(=O)c1c(C)[nH]c(=S)c(C#N)c1-c1ccc(Cl)cc1
→ 0, -21, 2, -6, 0.0, 2, 13, 9, -4, -6
COc1ccc(NC(=O)CSCC(=O)Nc2cc(Cl)ccc2N2CCCC2)cc1
→ 2, -8, 3, 4, -0.2, 1, -12, 7, 8, -1
O=C(c1cccnc1)C1CCCN(Cc2nc(Cc3ccccc3F)no2)C1 (configuration not stated)
→ 2, -9, 3, -3, -0.3, -3, 13, -3, 11, 2
CCOc1ccccc1N1CC(C(=O)NCCc2ccc(S(N)(=O)=O)cc2)CC1=O (configuration not stated)
→ 0, 8, -2, -3, -0.4, 2, -10, -7, 0, 3
Cc1oc2c(C)c3oc(=O)c(CC(=O)N[C@@H](CC(C)C)C(=O)N[C@@H](Cc4ccccc4)C(=O)O)c(C)c3cc2c1C
→ 4, 7, -182, -62, 5.0, 1, -4, -219, -11, 2
Cc1ccc(S(=O)(=O)N2CCN(C(=O)CSc3nc4ccccc4c(=O)[nH]3)CC2)cc1
→ 5, -6, 8, 0, 1.0, -6, -5, 1, 4, 2
O=C(COC(=O)c1ccc(Cl)nc1)NCCc1ccccc1
→ 1, -4, -4, -3, -0.1, -6, -7, -1, -4, -6
Cc1ccc(NC(=O)NCCCCc2ccccc2)cc1
→ -3, 9, -4, -1, -0.4, 1, 0, 0, 11, -3
COc1ccc(Cl)cc1NC(=O)c1nnn(CC(=O)Nc2ccc(C)c(C)c2)c1N
→ 1, -11, 9.7*, 11*, 0.3, 7, -1, 8, 6, -5
CCOC(=O)N/N=C\c1ccc(-c2cc(Cl)ccc2Cl)o1
→ 1, 6, 1, 1, -0.4, 6, 0, -4, 0, 5
O=C(Nc1ccc(Oc2ccc3ccccc3c2)cc1)c1ccco1
→ 0, 1, 1, 2, 0.0, -7, 24, 23*, 22, 5
CN(C)c1ccc(C=NN2CCCCCC2)cc1
→ 1, -7, -1, 1, 0.6, 5, 3, 1, -1, -5
CCS(=O)(=O)NCc1cn2ccsc2n1
→ -2, -3, -1, -2, -0.2, 1, 2, -12, -4, -2
CCCn1c(SCC(=O)NCC(=O)Nc2ccc(F)c(F)c2F)nc2ccccc2c1=O
→ 3, 8, -2, -1, 0.0, -2, -13, 0, 3, -2
O=C(CSc1cccc[n+]1[O-])Nc1c(Br)cc([N+](=O)[O-])cc1Br
→ 6, -22, 9, 5, -0.2, 1, -1, 2, -2, 3
Cc1cc(NC(=O)CCCN2C(=O)/C(=C\c3cccs3)SC2=S)no1
→ -2, 1, 1, -4, -0.9, 2, -15, 2, 3, 9
Cn1c(NCc2ccncc2)nc2cc(-c3ccsc3)sc2c1=O
→ 3, -3, -1, -9, 0.8, -5, 1, -38, -10, -11
Cc1ccc(CC2C(=O)N(c3cc(C)ccc3C)C(=O)C2C)cc1 (configuration not stated)
→ 0, 1, 1, -2, -0.6, 2, 1, 7, -4, 5
O=C(Cc1ccccc1F)Nc1nc(-c2ccc(F)cc2)cs1
→ 2, 1, 0, 6, 0.5, -10, -5, 16, 8, -7
CS(=O)(=O)N1CCC(C(=O)Nc2cc(Cl)ccc2Cl)CC1
→ 3, -12, 0, 6, 0.5, -7, -4, 7, -1, 9
CN(C)CCNC(=O)C(=O)NCC1OCCN1S(=O)(=O)c1ccc(F)cc1 (configuration not stated)
→ 1, -7, 2, 0, -0.5, -1, 15, 2, 20, -11
COC(=O)CN(C#N)c1nc(SC)nc(N(C)C)n1
→ 2, 5, 2, -3, -0.2, -5, -5, 0, 7, 3
COc1ccc(C(=O)Nc2ccc(Br)cn2)cc1S(=O)(=O)N1CCOCC1
→ 1, 3, 0, -6, 0.3, -3, 0, -11, 0, -1
COc1ccc2nc(SCC(=O)Nc3ccc4sc(C)nc4c3)c(C#N)cc2c1
→ -4, 6, -4, -5, -0.1, -7, 20, -11, 12, -1

Some of the entries so far, with bars between the fields.
Molecule | LEDGF integ inh | TDP2 absorb | PLCg1 inh | ADAM17 inh | proKLK7 act | Tn6 DDE FP | ASAP1 inh | ADAM10 inh | ARFGAP1 inhibitor | DDE Tn7 FP inh
COc1ccc(Cl)cc1NC(=O)c1nnn(CC(=O)Nc2ccc(C)c(C)c2)c1N | 1 | -11 | 9.7* | 11* | 0.3 | 7 | -1 | 8 | 6 | -5
CCOC(=O)N/N=C\c1ccc(-c2cc(Cl)ccc2Cl)o1 | 1 | 6 | 1 | 1 | -0.4 | 6 | 0 | -4 | 0 | 5
O=C(Nc1ccc(Oc2ccc3ccccc3c2)cc1)c1ccco1 | 0 | 1 | 1 | 2 | 0.0 | -7 | 24 | 23* | 22 | 5
CN(C)c1ccc(C=NN2CCCCCC2)cc1 | 1 | -7 | -1 | 1 | 0.6 | 5 | 3 | 1 | -1 | -5
CCS(=O)(=O)NCc1cn2ccsc2n1 | -2 | -3 | -1 | -2 | -0.2 | 1 | 2 | -12 | -4 | -2
CCCn1c(SCC(=O)NCC(=O)Nc2ccc(F)c(F)c2F)nc2ccccc2c1=O | 3 | 8 | -2 | -1 | 0.0 | -2 | -13 | 0 | 3 | -2
O=C(CSc1cccc[n+]1[O-])Nc1c(Br)cc([N+](=O)[O-])cc1Br | 6 | -22 | 9 | 5 | -0.2 | 1 | -1 | 2 | -2 | 3
Cc1cc(NC(=O)CCCN2C(=O)/C(=C\c3cccs3)SC2=S)no1 | -2 | 1 | 1 | -4 | -0.9 | 2 | -15 | 2 | 3 | 9
Cn1c(NCc2ccncc2)nc2cc(-c3ccsc3)sc2c1=O | 3 | -3 | -1 | -9 | 0.8 | -5 | 1 | -38 | -10 | -11
Cc1ccc(CC2C(=O)N(c3cc(C)ccc3C)C(=O)C2C)cc1 (configuration not stated) | 0 | 1 | 1 | -2 | -0.6 | 2 | 1 | 7 | -4 | 5
O=C(Cc1ccccc1F)Nc1nc(-c2ccc(F)cc2)cs1 | 2 | 1 | 0 | 6 | 0.5 | -10 | -5 | 16 | 8 | -7

The order is random; overall some 4.2% were active at least once.
